G6PDH CS = L. mesenteroides G6PDH inhibition counter-screen | Purified L. mesenteroides G6PDH, diaphorase/resazurin coupled fluorescence, 45 min | inhibition, % at 5 µM | hit rate 0.12% among 200,000; in the data active = inhibition above about 50%
Hsp70 activator = transcriptional activators of Hsp70. AID 1203. activation, % at 10 µM. hit rate 0.04% among 200,000. HeLa Hsp70 promoter luciferase reporter, luminescence; scaled: vehicle 0, proteasome-inhibitor control 100%;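 active = activation above the mean across all tested compounds plus 3 SD, cutoff set per campaign, cut at about 5.5% in these data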;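 also: 100% = MG132 at 30 µM as the positive control and 0% = DMSO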
STAT1 act = increases IFN-gamma driven STAT1 reporter signal. AID 932. NIH 3T3 STAT1-luciferase reporter, luminescence; 100% = IFN-gamma alone, no compound. hit rate 2.6% among 200,000. activation (% of control), % at 5.5 µM;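 active = activation above the screen-wide mean activation plus 3 SD, cut at about 130% in these data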;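 also: raw ratio to IFN-gamma control signal so 100% means no change and 0% no light; values of inactives mirror those of a sister screen read the other way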
APP transl inh = APP translation inhibition; SH-SY5Y APP 5'UTR-luciferase reporter, luminescence; inhibition, % at 2 µM; hit rate 0.82% among 190,000; AID 1285;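 active = inhibition above a set limit, derived from the sample mean plus 3 SD, cut at about 45% in these data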; also: values of inactives mirror those of a sister screen read the other way
STAT1 blocker = inhibitors of IFN-gamma induced STAT1 signaling; hit rate 0.35% among 200,000; NIH 3T3 STAT1-luciferase reporter, luminescence; inhibition, % at 5.5 µM; AID 920;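 active = inhibition above a set limit, the mean inhibition across all tested compounds plus 3 SD, cut at about 34% in these data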;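 also: 0% = IFN-gamma with DMSO and 100% = IFN-gamma with 300 µM nifuroxazide; values of inactives mirror those of a sister screen read the other way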
Diaphorase act = activates diaphorase or chemically reduces, flagging diaphorase assay artifacts. Diaphorase/resazurin coupled assay, resorufin fluorescence, 16 min; stronger effect = higher value; 1 = vehicle wells, 0 = NADH-free wells. activation factor at 20 µM. hit rate 0.005% among 190,000;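 active = diaphorase activity raised at least twofold by the compound at 20 µM; inactive = activation factor below 2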
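Material: Purified diaphorase enzyme from Clostridium kluyveri | Buffer or medium: 50 mM HEPES pH 7.4 with 4.542 mM MgCl2, 0.005% Tween 20 | Times: 16 min enzyme reaction, ambient temperature | Signal: Red resorufin fluorescence at 544/590 nm excitation/emission | Measure: Increased resorufin signal from activators or reducing compounds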
STAT3 activator = activators of IL-6 induced STAT3 signaling; U3A cells, IL-6 STAT3-luciferase reporter, luminescence; 100% = signal with IL-6 EC80 alone; activation (% of control), % at 5.6 µM; hit rate 0.91% among 190,000;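 active = activation above the screen-wide mean of compound activation plus 3 SD, cut at about 130% in these data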;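 also: 0% = background luminescence of wells with medium and substrate only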
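Material: STAT1-lacking human U3A cells, STAT3 luciferase reporter | Benchmarks: IL-6-only wells as 100% reference | Probe or stimulus: IL-6 (33 ng/mL) | Timing: Compound 1 h, then IL-6 6 h at 37 °C | Detection: Luminescence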
Diaphorase inh = inhibits diaphorase or chemically oxidizes, flagging diaphorase assay artifacts; diaphorase resazurin-to-resorufin fluorescence, NADH, 16 min; bacterial (C. kluyveri) enzyme, not human; inhibition, % at 20 µM; hit rate 0.69% among 190,000;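 active = primary screen inhibition at 20 µM above a set limit, cut at about 50% in these data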;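 also: plate controls were DMSO with full reaction for no effect and wells lacking NADH for full effect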
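Test system: bacterial diaphorase enzyme (C. kluyveri); Quantity: 0.14 U/mL diaphorase, enzyme working solution; Times: reaction incubation of 16 min at room temperature; Measured by: fluorescence of resorufin formed from resazurin, Ex 544/Em 590 nm; Benchmarks: positive control minus NADH, DMSO neutral control.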
STAT3 blocker = inhibitors of IL-6 induced STAT3 signaling; hit rate 0.89% among 190,000; U3A cells, IL-6 STAT3-luciferase reporter, luminescence; host cell line lacks STAT1; inhibition, % at 5.5 µM;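 active = inhibition above the mean inhibition across all screened compounds plus 3 SD, cut at about 44% in these data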;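 also: 0% = DMSO only wells and 100% = 100 µM nifuroxazide control wells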
TLR4 MyD88 comp = blocks binding of human TLR4 to MyD88; HeLa CL3-4 TLR4/MyD88 BLA complementation, FRET ratio; inhibition, % at 8.4 µM; hit rate 0.18% among 200,000; in the data active = inhibition above about 25%;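 also: 0% = vehicle and 100% = reference inhibitor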
Target sequence (O00206 whole entry, looked up): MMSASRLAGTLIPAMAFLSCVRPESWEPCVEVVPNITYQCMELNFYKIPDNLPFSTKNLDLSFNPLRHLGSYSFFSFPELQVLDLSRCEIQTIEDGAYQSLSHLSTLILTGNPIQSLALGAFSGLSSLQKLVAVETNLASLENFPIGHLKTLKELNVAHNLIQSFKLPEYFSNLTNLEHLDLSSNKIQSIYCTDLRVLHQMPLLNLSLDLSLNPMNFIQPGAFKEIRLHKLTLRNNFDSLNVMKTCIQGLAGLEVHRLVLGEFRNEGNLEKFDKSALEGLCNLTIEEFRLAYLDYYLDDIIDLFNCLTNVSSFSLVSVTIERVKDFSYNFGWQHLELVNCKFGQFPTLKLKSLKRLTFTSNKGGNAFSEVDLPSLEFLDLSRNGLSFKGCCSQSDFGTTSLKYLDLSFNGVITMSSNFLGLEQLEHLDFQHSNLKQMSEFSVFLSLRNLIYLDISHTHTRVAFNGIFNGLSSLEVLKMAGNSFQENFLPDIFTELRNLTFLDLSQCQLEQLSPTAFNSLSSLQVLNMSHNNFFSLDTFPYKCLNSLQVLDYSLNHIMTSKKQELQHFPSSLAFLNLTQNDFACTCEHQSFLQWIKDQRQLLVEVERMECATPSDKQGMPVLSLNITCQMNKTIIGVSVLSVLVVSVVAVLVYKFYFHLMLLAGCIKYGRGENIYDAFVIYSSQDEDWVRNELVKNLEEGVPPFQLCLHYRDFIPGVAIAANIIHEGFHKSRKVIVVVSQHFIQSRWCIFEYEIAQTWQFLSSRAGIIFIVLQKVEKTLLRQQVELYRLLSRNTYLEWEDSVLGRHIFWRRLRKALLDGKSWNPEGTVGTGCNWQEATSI
Target sequence (Q99836 whole entry, looked up): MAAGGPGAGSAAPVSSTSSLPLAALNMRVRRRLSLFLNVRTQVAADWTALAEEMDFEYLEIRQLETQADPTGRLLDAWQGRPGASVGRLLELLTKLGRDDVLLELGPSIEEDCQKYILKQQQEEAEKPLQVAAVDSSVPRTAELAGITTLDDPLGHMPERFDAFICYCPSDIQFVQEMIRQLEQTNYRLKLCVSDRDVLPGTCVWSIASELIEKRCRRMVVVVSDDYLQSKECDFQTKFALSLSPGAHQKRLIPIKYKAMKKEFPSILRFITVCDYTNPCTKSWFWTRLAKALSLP
Starred values were filed as active, the others as inactive; . = no result given. An unsorted share of the library (roughly 6.1% active in at least one column).

#	Compound	G6PDH CS	Hsp70 activator	STAT1 act	APP transl inh	STAT1 blocker
1	CCc1nnc(N/N=C/c2ccccc2F)n1N	4	0.5	110	10	-12
2	CC(C)c1ccc(NC2=NCC(=O)N2Cc2cccs2)cc1	5	0.1	113	-1	-13
3	Clc1cccc(Oc2cnc3ccccc3n2)c1	9	0.0	107	-12	-8
4	Cn1c(=O)cc(SCC(=O)Nc2cccnc2)c2ccccc21	2	-0.5	98	2	2
5	C#CC[N+](CC)(CC)CC#Cc1cccc(Cl)c1	16	-0.7	89	-1	12
6	O=C(Nc1ccc2c(c1)OCO2)c1cnccn1	1	0.1	130*	-39	-35
7	CCN(CC(=O)Nc1ccc(N2CCOCC2)cc1)CC(=O)NC(C)(C)C	-1	0.2	103	-12	-6
8	COc1ccc(/C=C2\NC(=O)C(C=NCc3ccccc3)=C2O)cc1	-5	0.1	98	-8	2
9	Cc1ccc2c(CNCc3ccco3)cc(=O)oc2c1	6	0.2	127	-25	-30
10	CC(=O)Nc1ccc(NC(=O)CSc2ccc(C)cc2)cc1	-4	-0.3	99	0	2

#	Diaphorase act	STAT3 activator	Diaphorase inh	STAT3 blocker	TLR4 MyD88 comp
1	0.9	96	14	7	5
2	0.8	96	18	7	-7
3	0.8	117	17	-13	-2
4	0.9	77	5	34	14
5	1	101	3	6	-19
6	1.1	106	-9	0	8
7	0.9	104	14	1	-8
8	0.8	97	17	5	0
9	1	115	1	-13	3
10	0.8	102	20	-3	-4

Four compounds from above, limited to STAT1 act:
entry | compound | STAT1 act
4 | Cn1c(=O)cc(SCC(=O)Nc2cccnc2)c2ccccc21 | 98
2 | CC(C)c1ccc(NC2=NCC(=O)N2Cc2cccs2)cc1 | 113
8 | COc1ccc(/C=C2\NC(=O)C(C=NCc3ccccc3)=C2O)cc1 | 98
7 | CCN(CC(=O)Nc1ccc(N2CCOCC2)cc1)CC(=O)NC(C)(C)C | 103

Carrying on:
#	Compound	G6PDH CS	Hsp70 activator	STAT1 act	APP transl inh	STAT1 blocker
11	CCCCCOc1ccccc1C(=O)NCCCC(=O)O	0	-0.2	94	9	7
12	COc1ccc(CNC(=O)C(C)c2ccc([N+](=O)[O-])cc2)cc1 (centres undefined)	4	-0.2	113	1	-16
13	Cc1ccc(NCCC(=O)c2cccc([N+](=O)[O-])c2)cc1	-12	0.1	106	-26	-7
14	O=C(CN1C(=O)C(c2ccc(F)cc2)=NC12CCCC2)Nc1ccc(F)cc1	7	-0.4	78	20	23
15	O=C(CNC(=O)OCc1ccccc1)NC1CCCCCC1	9	-0.3	95	-10	5
16	C=CCNC(=O)CN1CCC(O)(c2ccccc2)CC1	4	0.2	100	9	0
17	CC(C)c1nc(N2CCOCC2)c(C#N)c2c1CCCC2	7	-0.4	92	6	9
18	Cn1c(=O)c2c(ncn2CC(=O)N2CCc3ccccc3C2)n(C)c1=O	-4	0.0	107	54*	-8
19	O=C(NCCCn1ccnc1)c1cc2nc(-c3ccc(Br)cc3)cc(C(F)(F)F)n2n1	7	-0.2	100	-10	0
20	c1ccc2c(CNc3ccc(CNc4ncn[nH]4)cc3)cccc2c1	4	0.0	90	-14	7

#	Diaphorase act	STAT3 activator	Diaphorase inh	STAT3 blocker	TLR4 MyD88 comp
11	0.8	103	18	3	-2
12	0.9	106	9	-2	6
13	0.9	94	14	16	5
14	1	54	2	58*	1
15	0.9	96	5	10	-22
16	1	106	4	-4	2
17	0.8	101	17	5	-13
18	0.9	94	7	10	-2
19	1.3	89	-29	16	4
20	0.8	91	17	15	10

Among those listed so far, 2 have a Cl atom.
#	Compound	G6PDH CS	Hsp70 activator	STAT1 act	APP transl inh	STAT1 blocker
3	Clc1cccc(Oc2cnc3ccccc3n2)c1	9	0.0	107	-12	-8
5	C#CC[N+](CC)(CC)CC#Cc1cccc(Cl)c1	16	-0.7	89	-1	12

#	Diaphorase act	STAT3 activator	Diaphorase inh	STAT3 blocker	TLR4 MyD88 comp
3	0.8	117	17	-13	-2
5	1	101	3	6	-19

Carrying on.
#	Compound	G6PDH CS	Hsp70 activator	STAT1 act	APP transl inh	STAT1 blocker
21	COC(=O)/C=c1/s/c(=C(\C#N)C(=O)NCc2ccco2)n(-c2ccccc2)c1=O	3	-0.2	95	-13	5
22	C=CCNC(=O)COC(=O)COc1ccc(Cl)cc1C	-4	0.0	101	-12	-1
23	CCN1C(=O)N/C(=C/c2ccc(Sc3ccc(C)cc3)o2)C1=O	2	-0.2	90	-1	11
24	c1ccc(C2=Nn3c(nnc3-c3ccncc3)SC2)cc1	12	-0.6	83	18	19
25	CCOC(=O)c1c(NC(=S)Nc2ccc(Cl)cc2)sc(C)c1C	4	0.5	105	14	-5
26	Cc1nc([N+](=O)[O-])c(N2CCN(C)CC2)n1Cc1ccccc1	0	-0.5	88	5	14
27	Cc1cc(-c2ccccc2)nc(N(C)NC(=O)c2c(F)cccc2F)c1S(C)(=O)=O	2	-0.5	98	18	2
28	CCNc1nc(NCC)nc(Oc2ccc(N)cc2)n1	11	-0.5	95	-5	2
29	Cc1cc(C)c2c(CN3CCN(C)CC3)cc(=O)oc2c1	-10	0.3	88	10	13
30	CCCCCOC(=O)CSc1n[nH]c(=O)[nH]c1=O	-2	-0.1	101	5	-1

#	Diaphorase act	STAT3 activator	Diaphorase inh	STAT3 blocker	TLR4 MyD88 comp
21	0.8	97	16	7	4
22	0.9	102	6	-4	5
23	0.7	103	26	1	9
24	0.9	95	10	16	-11
25	0.9	110	8	-14	-14
26	0.9	99	12	5	2
27	1	87	-3	21	-6
28	1	112	3	-13	-13
29	0.9	95	10	10	5
30	0.8	105	21	-1	4

(next part)
#	Compound	G6PDH CS	Hsp70 activator	STAT1 act	APP transl inh	STAT1 blocker
31	O=C(CCCCCN1C(=O)CCC1=O)Nc1ccc(Cl)c(C(F)(F)F)c1	9	-0.1	97	-7	4
32	CC(=O)c1sc2ccccc2c1OC(=O)c1ccco1	1	-0.2	97	-35	3
33	CC1CN(c2oc(-c3ccccc3Cl)nc2C#N)CC(C)O1 (centres undefined)	3	-0.1	97	-4	3
34	Cc1csc2nc(CNS(=O)(=O)c3cccnc3)cn12	.	0.1	103	-18	-2
35	Cc1ccc(-c2nnc3n2N=C(c2ccc(Br)cc2)CS3)cc1	2	-0.3	97	5	3
36	O=C(/C=C/c1ccco1)NC(=S)Nc1ccc(N2CCCC2)cc1	12	-0.2	105	11	-6
37	O=C(Nc1ccc(NC(=S)NC(=O)c2ccccc2F)cc1)c1cccs1	8	-0.3	103	-30	-3
38	Cn1c(=O)n(C)c2cc([N+](=O)[O-])c(N3CCN(C(=O)c4cccc(Cl)c4)CC3)cc21	-5	-0.4	97	-7	3
39	O=C(COC(=O)Cc1n[nH]c(=O)c2ccccc12)Nc1cccc(C(F)(F)F)c1	8	-0.4	97	4	3
40	COc1ccccc1-n1c(SCC(=O)N2CCc3ccccc32)nc2c(c1=O)SCC2	-32	-0.3	99	-1	1
41	O=C(NC1CCCCC1)C(c1ccc2ncccc2c1)N(Cc1ccccc1)C(=O)c1ccc2c(c1)OCCO2 (centres undefined)	-16	-0.1	90	-6	9
42	OCC1(Cc2ccccc2)CCN(Cc2cnn(-c3ccccc3F)c2)CC1	-1	-0.2	101	-18	-3

#	Diaphorase act	STAT3 activator	Diaphorase inh	STAT3 blocker	TLR4 MyD88 comp
31	1	92	2	14	-1
32	0.9	113	13	-12	-13
33	0.8	91	19	12	8
34	.	101	.	1	-2
35	1.1	88	-7	23	5
36	0.8	102	20	0	-14
37	1	88	0	17	-2
38	0.9	86	10	15	-5
39	1	106	-4	-5	-12
40	0.9	103	10	6	5
41	0.8	110	24	-1	-5
42	0.9	105	11	-2	13

Compound activity: PubChem BioAssay, several laboratories
